Source: PubChem (National Center for Advancing Translational Sciences (NCATS))
GLP1R inv ag: qHTS of GLP-1 Receptor Inverse Agonists (Inhibition Mode); HEK293 GLP-1R CRE-luciferase, luminescence, 24 h; GLP-1R form is constitutively active; Potency, µM (highest dose often 38.3 µM), for the others: top-dose activity change, negative = inhibition, usual class: inhibitors; 1.6% of 410,000 active; AID 624417, 2012; also: potency is read from the fitted curve at half-maximal effect; % is scaled to controls: 0 for no effect and ±100 for the full control effect; nearly all actives have a fitted effect of over 55% in size
Target sequence (P43220 whole entry, looked up): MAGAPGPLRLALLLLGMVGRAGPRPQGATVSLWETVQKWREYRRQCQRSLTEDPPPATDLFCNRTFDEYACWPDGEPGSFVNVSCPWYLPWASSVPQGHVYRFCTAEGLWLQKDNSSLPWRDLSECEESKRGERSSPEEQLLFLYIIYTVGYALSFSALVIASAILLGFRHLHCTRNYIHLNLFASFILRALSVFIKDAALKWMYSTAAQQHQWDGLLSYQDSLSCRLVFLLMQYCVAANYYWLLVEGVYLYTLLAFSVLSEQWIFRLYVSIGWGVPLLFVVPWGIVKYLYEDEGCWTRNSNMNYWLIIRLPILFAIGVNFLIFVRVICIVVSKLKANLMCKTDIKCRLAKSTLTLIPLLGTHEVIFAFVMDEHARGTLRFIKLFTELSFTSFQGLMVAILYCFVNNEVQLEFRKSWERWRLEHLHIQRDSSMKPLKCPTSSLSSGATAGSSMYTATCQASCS
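Cells are plated, allowed 12 hours at 37 deg C, then treated with compounds for 24 hr before luciferase detection reagent is added and luminescence is read after 12 min at room temperature. The HEK293 line carries constitutively active GLP-1R with a cAMP-responsive reporter.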
HEK293 tox: qHTS of GLP-1 Receptor Inverse Agonists: Cytotox Screen. 0.13% of 410,000 active. HEK293 cAMP-luciferase reporter cells, luminescence, 24 h. Potency, µM (series often up to 38.3 µM), for inactives: at the highest dose activity change, negative = inhibition, hits mostly inhibitors;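 also: loss of luciferase light is scored as toxicity; potency is read from the fitted curve at half-maximal effect; % is scaled to controls: 0 for no effect and ±100 for the full control effect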
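A 23 nL compound transfer followed 12 hours of cell culture at 37 deg C; exposure then lasted 24 hr. Luciferase assay detection reagent was dispensed and plates read for luminescence after a 12 min room-temperature wait.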
GLP-1R agonist: qHTS of GLP-1 Receptor Agonists | Potency, µM (titrated, usually from 45.6 µM), inactives show at the top dose activation, actives largely listed as activators | HEK293 GLP-1R CRE-luciferase, luminescence, 4-6 h; cells express a hypersensitive GLP-1R form | Glucagon-like peptide 1 receptor (Homo sapiens), P43220 | 0.007% of 380,000 active | AID 624172, 2012; also: potency is read from the fitted curve at half-maximal effect; % of control where 0% means no effect
KB-V1 MDR tox: qHTS assay for MDR1-selective chemotherapeutics: Primary screen using the drug-selected MDR subline cells KB-V1 | KB-V1 MDR cells viability, CellTiter-Glo, 72 h | Potency, µM (doses to about 46.1 µM), for the others: at the highest dose activity change, negative = cytotoxicity, actives largely listed as cytotoxic | 3.4% of 400,000 active; also: potency is read from the fitted curve at half-maximal effect; % is scaled to controls: 0 for no effect and ±100 for the full control effect; nearly all actives have a fitted effect of over 60% in size
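Compound-treated KB-V1 multidrug-resistant cells, 72 h, 37 degrees C; viability by CellTiter-Glo. Fitted qHTS curves give the values.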
DRD3 antagonist: qHTS of D3 Dopamine Receptor Antagonist: qHTS | 2.5% of 360,000 active | D3R cells, DiscoveRx beta-arrestin luminescence, antagonist mode; active compounds read low | D(3) dopamine receptor (Homo sapiens), P35462 | max response, negative = inhibition, % | AID 652054, 2013; in the data active = max response below about -50%; inconclusive = no clear call, values can overlap the other calls; also: % is scaled to controls: 0 for no effect and ±100 for the full control effect; mostly tested at two doses, the higher about 12 µM
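Cells plated overnight at 1500 cells/well, then exposed to library compounds with dopamine controls for 90 minutes at 37 degrees C. DiscoveRx reagent added for 30–60 minutes at room temperature; luminescence read, quantitative HTS format.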
TDP43 rescue: qHTS of TDP-43 Inhibitors; TDP-43 expressing yeast growth rescue, BacTiter-Glo, 24 h; Potency, µM (doses to about 46.1 µM), without a hit: top-dose growth rescue (activation), usual class: activators; 1.8% of 410,000 active; also: potency is read from the fitted curve at half-maximal effect; % of control where 0% means no effect; nearly all actives have a fitted effect of over 50% in size
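Growth rescue of TDP-43-toxic yeast measured as ATP luminescence (BacTiter-Glo). Cells grown to mid-log in raffinose, induced in galactose at OD600=0.02, exposed to compound 24 hr at 30 deg C.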
aSyn yeast inh: qHTS of alpha-syn Inhibitors; Yeast expressing alpha-synuclein, growth rescue, BacTiter-Glo, 24 h; Potency, µM (highest dose often 46.1 µM), for inactives: at the top dose growth rescue (activation), hits mostly activators; 0.14% of 370,000 active; also: potency is read from the fitted curve at half-maximal effect; % of control where 0% means no effect; nearly all actives have a fitted effect of over 65% in size
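Rescue of yeast growth: cells expressing toxic alpha-synuclein, induced in galactose at OD600 0.02, incubated with compound 24 h at 30 C. ATP luminescence quantified growth; inhibitors of toxicity appear as activators.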
PTHR1 ag: qHTS for PTHR1 Agonists: Primary Screen; Parathyroid hormone/parathyroid hormone-related peptide receptor (Homo sapiens), Q03431; HEK293 GP2 PTHR1 cells, GloSensor cAMP luminescence, 1 h; Potency, µM (titrated, usually from 115 µM), inactives show top-dose activation, most hits filed as activators; 0.075% of 410,000 active; also: potency is read from the fitted curve at half-maximal effect; nearly all actives have a fitted effect of over 55% in size; some results filed as inactive show a strong effect at the top dose; inactives centre near -15; many of its hits are not listed in these tables
Target sequence (Q03431 whole entry, looked up): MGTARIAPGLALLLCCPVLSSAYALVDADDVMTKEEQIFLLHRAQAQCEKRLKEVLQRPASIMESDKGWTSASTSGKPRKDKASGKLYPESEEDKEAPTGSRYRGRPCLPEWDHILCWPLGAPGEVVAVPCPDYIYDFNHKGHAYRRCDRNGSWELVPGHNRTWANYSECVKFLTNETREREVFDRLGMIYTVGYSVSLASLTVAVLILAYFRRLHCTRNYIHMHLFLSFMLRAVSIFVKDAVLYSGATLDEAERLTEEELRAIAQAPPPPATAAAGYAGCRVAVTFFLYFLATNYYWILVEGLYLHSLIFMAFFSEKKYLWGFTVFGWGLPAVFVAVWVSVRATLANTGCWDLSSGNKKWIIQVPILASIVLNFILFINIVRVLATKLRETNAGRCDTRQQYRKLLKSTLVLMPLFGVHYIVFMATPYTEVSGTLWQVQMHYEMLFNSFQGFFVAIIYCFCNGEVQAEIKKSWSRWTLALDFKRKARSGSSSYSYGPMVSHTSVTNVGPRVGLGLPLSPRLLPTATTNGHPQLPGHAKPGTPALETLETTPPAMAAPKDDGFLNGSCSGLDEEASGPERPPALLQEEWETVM
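HEK-293-derived GP2 cells expressing PTHR1 and a GloSensor cAMP reporter, 3,000/well, plated overnight, given luciferin plus IBMX (each 0.5 mM as added) for 1 h at 37 °C, then compound for 1 h at 37 °C. Luminescence was read after 15 min at room temperature.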
D3 ag: qHTS of D3 Dopamine Receptor Agonist: qHTS; D(3) dopamine receptor (Homo sapiens), P35462; D3R DiscoveRx beta-arrestin cells, luminescence, 90 min; max activation, %; 0.58% of 410,000 active; AID 652048, 2013; in the data active = max activation above about 30%; also: 0% is about no effect; mostly tested at two doses, the higher about 12 µM
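Agonist mode: compounds and dopamine controls were applied to plated cells for 90 min at 37 degrees C after an overnight attachment at 1500 cells/well. Luminescent read-out followed 30 - 60 minutes at room temperature with DiscoveRx detection reagent.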
The depositor's hits bear a star; i = inactive; ? = inconclusive; · = no result given; [ ] = remark or other dose. Unless noted, calls follow the shape of the dose curve; as a rule, active = well fitted curve in the direction sought with a large enough effect; inconclusive = small, poorly fitted or top-dose-only effect, or another doubt; inactive = no such curve, though single readings can be large; an effect the other way counts as inactive or inconclusive. A portion of the library (hit frequency here may not be typical).

SMILES | GLP1R inv ag | HEK293 tox | GLP-1R agonist | KB-V1 MDR tox | DRD3 antagonist | TDP43 rescue | aSyn yeast inh | PTHR1 ag | D3 ag
Cc1ccc(NC(=S)NC(NC(=O)c2ccccc2C)C(Cl)(Cl)Cl)c(C)c1 (stereo not drawn) | 5.62µM* | ? | -9.2% | ? | 7.8 | 5.8% | 3.4% | -9.9% | -5.6
Cc1ccc2c(CN3CCC(C(N)=O)CC3)cc(=O)oc2c1C | 13.0% | 0.0% | 10.3% | 14.9% | -9.5 | -10.5% | -0.5% | i | -2.6
O=C(CCCCCn1c(=O)c2sccc2n(Cc2ccccc2Cl)c1=O)NCc1ccc2c(c1)OCO2 | 1.0% | 4.9% | · | · | · | 12.5% | · | i | 0.4
COc1ccc(N2CCN(CC(=O)Nc3ccc(-n4cnnn4)cc3)CC2)cc1 | -0.8% | 3.0% | -1.0% | -2.6% | -21.9 | -27.1% | 0.4% | -12.8%[57.5 µM] | -18.4
Cc1ccc2c(c1)C(=NC1CCCCC1)c1cc3ccccc3nc1-2 | -0.7% | -3.3% | 11.8% | -11.9% | 8.4 | -0.3% | 2.8% | -1.8% | 1.1
O=C(CCN1CCc2ccccc2C1)Nc1ccccc1F | -15.4% | 0.5% | 3.0% | -0.5% | -77.9* | 6.6% | 0.5% | i | 0.1
Cc1nc(-c2ccc(F)cc2)sc1CCNC(=O)c1cccs1 | 23.2% | 0.1% | · | -11.1% | · | 8.91µM* | · | i | -11.4
COc1ccc(CCn2nnnc2C(c2ccc(Cl)cc2)N2CCN(C)CC2)cc1OC (stereo not drawn) | 0.6% | -13.4% | 1.5% | 1.6% | 0.0 | -8.3% | 7.4% | 0.8%[57.5 µM] | -2.6
COc1ccc(CCNc2ncnc3cc(OC)c(OC)cc23)cc1OC | 54.1%[activator] | -9.8% | 12.4% | 20.6µM* | 55.9 | -1.2% | 3.4% | -27.3% | 29.9
CC(=O)Nc1ccc(Nc2nc(C)c([N+](=O)[O-])c(Nc3ccc(NC(C)=O)cc3)n2)cc1 | 18.9% | 0.5% | 15.1% | -3.9% | 6.4 | 25.2% | 0.1% | i | 0.6
O=C(c1cccc(OCc2ccccc2)c1)N1CCOCC1 | -9.2% | -7.8% | -2.8% | -9.1% | -13.3 | 5.5% | -0.7% | -4.7% | -3.0
COc1ccc(CN2CCN(Cc3cccn3-c3ncccn3)CC2CCO)c(C)c1C (stereo not drawn) | -27.3% | -3.4% | 14.8% | 11.7% | -14.0 | 8.7% | -3.4% | i | -3.2
CC(C)[C@H](NC(=O)CCn1nnc2ccccc2c1=O)C(=O)O | 1.8% | -17.9% | 1.9% | 16.3% | -1.2 | -12.8% | -6.5% | -0.1%[57.5 µM] | -2.8
CCOC(=O)c1ccc(NC(=O)Nc2ccc3c(c2)OCCO3)cc1 | 0.0% | 5.2% | -10.2% | 14.6µM* | 5.0 | -19.5% | -3.4% | i | -6.7
CCn1c(Cn2nnc(-c3ccccc3)n2)nnc1SCC(=O)Nc1ccccc1 | -14.5% | -0.5% | 2.6% | 0.3% | 14.1 | -3.0% | 4.4% | -4.5%[57.5 µM] | 9.1
CCn1c(=NC(=O)c2ccc(S(=O)(=O)N3CCOCC3)cc2)sc2cccc(OC)c21 | 3.9% | 27.3% | -0.5% | ? | 22.8 | 1.7% | -0.6% | -42.2%[inhibitor] | -0.1
COc1ccc(C2CC(C(F)(F)F)n3ncc(C(=O)NCc4cccnc4)c3N2)cc1OC (stereo not drawn) | 164.3%[activator] | 0.0% | 28.3% | -1.8% | 8.4 | -4.9% | -8.6% | -11.8%[57.5 µM] | -3.0
OC1(c2cccc(C(F)(F)F)c2)CCN(CCN2CCCCC2)CC1 | ? | ? | 0.7% | -2.0% | 18.2 | 3.8% | 6.2% | i | -3.0
COc1cccc(/C=N/NC(=O)c2ccc(=O)[nH]n2)c1O | -34.7% | -10.7% | 8.4% | 0.9% | -4.2 | 9.9% | 4.0% | i | -4.1
COc1ccc(-c2n[nH]c(C)c2-c2cscn2)c(O)c1 | -11.6% | -3.4% | 0.9% | -2.1% | 1.7 | 0.4% | -14.1% | -13.2% | -0.6
Cc1cccc(OCC(=O)OCC(=O)N2CCN(C(=O)c3ccco3)CC2)c1C | 2.9% | 6.1% | 2.1% | 14.0% | 4.0 | -4.9% | -2.8% | -19.7% | 2.3
C/C(=N/NC(=O)CNC(=O)COc1cccc(C)c1)c1ccco1 | 8.5% | 3.7% | -7.8% | 21.3% | -12.4 | -13.1% | -8.2% | i | -3.5
COc1ccc(NC(=O)C2CCC(C(C)(C)C)CC2)cc1S(=O)(=O)N1CCOCC1 (stereo not drawn) | ? | 4.6% | 2.1% | 14.5% | -5.7 | 20.3% | 1.9% | -4.8% | 8.4
CCOc1ccc(NC(=O)CSc2nncc(=O)n2N)cc1 | 3.5% | 4.7% | 6.1% | ? | -11.3 | 0.0% | 4.8% | i | 5.3
c1ccc(-c2ccc(-c3ccncn3)cc2)cc1 | 9.3% | 4.2% | 23.4% | ? | 2.8 | ? | 22.6% | -3.0% | 6.2
CC(C)Sc1ncc(Cl)c(C(=O)Nc2ccc(S(=O)(=O)N(C)c3ccccc3)cc2)n1 | ? | 0.8% | · | -0.2% | · | 8.3% | · | i | 2.9
COc1ccc(NC2CCCN(C(=O)c3cccc(C(F)(F)F)c3)C2)cc1OC (stereo not drawn) | -12.3% | -3.0% | -3.2% | 0.0% | 1.5 | 9.2% | 3.5% | -19.2% | 8.1
O=c1oc2ccccc2cc1-c1nc(-c2cccs2)no1 | 12.4% | -5.1% | · | 16.0% | · | 18.2%[9.22 µM] | · | -33.5% | -2.2
O=C(N/N=C/c1cccnc1)c1ccccc1Br | 1.8% | 2.0% | -0.1% | -0.1% | 17.6 | -8.6% | 0.5% | i | 0.0
COCC(=O)OC/C(O)=C(\C#N)c1nc2ccccc2[nH]1 | 5.01µM* | ? | 3.2% | 2.3% | 1.9 | -24.7% | -6.5% | i | 1.2
O=C(NCCCc1ccncc1)C1CCC(=O)N(Cc2cccc(F)c2)C1 (stereo not drawn) | 0.7% | -0.3% | -1.4% | ? | -12.8 | -15.5% | -2.7% | i | -20.9
O=C(NC1CC1)C1CCN(C2CCN(C(=O)CC3=CCCCC3)CC2)CC1 | 1.0% | 1.4% | 8.7% | 4.7% | -9.2 | -21.3% | -2.0% | i | 9.5
COc1ccc(C(NC(=O)C(C)C)c2ccc3cccnc3c2O)cc1 (stereo not drawn) | ? | ? | 6.6% | ? | 1.8 | -20.3% | 8.0% | -21.3% | 6.2
CCN(CC)S(=O)(=O)c1ccc(-c2cc(C(=O)OC)sc2C(F)(F)F)cc1 | ? | 2.9% | 10.8% | -5.9% | -18.2 | 3.5% | -17.6% | -2.6% | -18.8
CC(Sc1nnnn1C1CC1)C(=O)N1CC(=O)Nc2ccccc21 (stereo not drawn) | 7.4% | -20.6% | 2.2% | -12.1% | 32.5 | 24.9% | 2.2% | i | 7.9
O=[N+]([O-])c1ccc(N2CCCC2)cc1NC(c1ccccc1)c1ccccc1 | 6.8% | -4.8% | -6.2% | -6.5% | 40.0 | 11.0% | -0.4% | -2.7%[57.5 µM] | 4.7
O=C(COC(=O)c1ccccc1NC(=O)c1ccco1)Nc1ncc(Cl)cc1Cl | -1.4% | 0.7% | -7.3% | 3.5% | 22.6 | 17.4% | 3.8% | i | 0.7
CCC(=O)Nc1ccc(SC#N)cc1C | -5.7% | -7.7% | -0.2% | ? | 4.4 | 11.2µM* | 8.0% | -1.2%[57.5 µM] | -9.4
O=C(CCCCCNC(=O)N1CCn2c1nc1ccccc12)NCc1ccccc1 | ? | -1.1% | -8.0% | ? | -18.7 | 2.8% | 1.5% | 23.3% | -0.1
CC(=O)N(Cc1ccccn1)Cc1ccco1 | 33.1% | -4.5% | -0.1% | 13.7% | 10.3 | 0.5% | 1.2% | -7.4% | -2.1
CCOC(=O)c1[nH]c2ccccc2c1NC(=O)C1CCCC1 | -23.8% | -10.4% | -5.7% | -0.2% | 1.1 | 14.0% | 2.2% | -22.6% | -4.0
O=C(Nc1ccc(Cl)c(Cl)c1)Nc1ccon1 | 7.94µM* | ? | 5.3% | 7.31µM* | 1.2 | 35.5µM* | -31.3%[inhibitor] | i | 0.6
O=C(Nc1ccc(F)cc1F)c1noc2c1CCC2 | 4.0% | -1.7% | -5.9% | -12.8% | 23.4 | -23.9% | -7.8% | i | 3.8
CCCOC(=O)Nc1c(C)cccc1C(C)C | -11.1% | -3.0% | -0.7% | ? | 16.1 | 11.2% | -1.4% | i | 11.8
CCc1cccc(Nc2ncnc3onc(-c4ccc(F)cc4)c23)c1 | ? | 6.2% | · | -1.5% | · | ? | · | i | -6.4

Among those listed so far, 2 have a cyano group.
SMILES | GLP1R inv ag | HEK293 tox | GLP-1R agonist | KB-V1 MDR tox | DRD3 antagonist | TDP43 rescue | aSyn yeast inh | PTHR1 ag | D3 ag
COCC(=O)OC/C(O)=C(\C#N)c1nc2ccccc2[nH]1 | 5.01µM* | ? | 3.2% | 2.3% | 1.9 | -24.7% | -6.5% | i | 1.2
CCC(=O)Nc1ccc(SC#N)cc1C | -5.7% | -7.7% | -0.2% | ? | 4.4 | 11.2µM* | 8.0% | -1.2%[57.5 µM] | -9.4
